KDM4C inh – blocks human GASC-1 (KDM4C) demethylase activity; hit rate 0.15% among 96,000; Q9H3R0; AID 720574; GST-KDM4C 2-372, H3K9me3 peptide, LANCE TR-FRET; inhibition, % at 12.5 µM;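 active = mean replicate inhibition above about 25%, with at least 55% of replicates also reaching it, limit read from the data, passing the limit was not always enough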
Target sequence (Q9H3R0 2-372 limits assumed): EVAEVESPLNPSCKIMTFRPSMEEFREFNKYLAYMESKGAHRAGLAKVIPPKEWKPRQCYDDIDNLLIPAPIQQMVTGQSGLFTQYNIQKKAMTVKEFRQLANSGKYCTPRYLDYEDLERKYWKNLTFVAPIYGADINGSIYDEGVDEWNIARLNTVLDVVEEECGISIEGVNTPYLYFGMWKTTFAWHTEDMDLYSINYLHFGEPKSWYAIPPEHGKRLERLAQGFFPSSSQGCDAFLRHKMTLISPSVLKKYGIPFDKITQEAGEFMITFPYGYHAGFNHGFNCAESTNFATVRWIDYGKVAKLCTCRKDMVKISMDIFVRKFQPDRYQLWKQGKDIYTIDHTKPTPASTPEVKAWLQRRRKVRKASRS
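Material: GST-tagged GASC-1 (JMJD2C) catalytic fragment, aa 2-372. Input: enzyme final amount 10 nM. Medium: HEPES buffer, pH 7.5, plus ascorbate. Reagent: H3K9me3 peptide substrate, Fe(II), 2-oxoglutarate. Doses: single dose. Times: reaction 30 min RT, detection step 1 h RT. Measured by: LANCE TR-FRET. Evaluation: Fall in 671/618 emission ratio as inhibition.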
C diff HTS – blocks growth of Clostridium difficile; Clostridium difficile clinical isolate growth, OD600, 24 h; hits give low values; growth activity, negative = inhibition, % at 16 µg/mL (by protocol); hit rate 0.25% among 86,000;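 active = mean growth activity at or below -80% and every replicate also at or below -80%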;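 also: 0% = DMSO wells and -100% = levofloxacin 16 µg/mL wells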
Pf Dd2 inh – blocks growth of Plasmodium falciparum Dd2 parasites. P. falciparum Dd2 growth, SYBR Green, 72 h; hits give low values. activity change, % at 10 µM. hit rate 2.3% among 94,000. AID 1159554; in the data active = activity change below about -80%
Tcruzi prolif – inhibitors of T. cruzi proliferation | AID 624255 | inhibition, % at 8.34 µM | hit rate 5.9% among 77,000 | T. cruzi beta-gal in NIH3T3, GalScreen luminescence, 90 h;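 active = mean inhibition above about 93%, with at least 55% of replicates each passing it, limit read from the data, passing the limit was not always enough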
Numbers without * were called inactive; · = not tested or not shown; & = joins results of further samples.

SMILES | KDM4C inh | C diff HTS | Pf Dd2 inh | Tcruzi prolif
COc1ccc2c3c(n(C)c2c1)[C@@H](CO)N(C(=O)Nc1ccc(F)cc1)CC31CCN(CC2CCOCC2)CC1 | · | -1.9 | -75.7 | ·
N#C[C@H]1[C@H](c2ccc(-c3ccccc3F)cc2)[C@@H](CO)N1C(=O)C1CC1 | -5.8 | 12.1 | 11.3 | 18.9
COc1ccc2c3c([nH]c2c1)[C@H](CO)N(C(=O)c1ccccn1)CC31CN(S(C)(=O)=O)C1 | -1.9 | -5.8 | 19.2 | ·
COc1ccc(NC(=O)Nc2cccc3c2O[C@@H](CN(C)S(=O)(=O)c2ccc(Cl)cc2)[C@@H](C)CN([C@H](C)CO)C3=O)cc1 | · | 13.7 | -12.0 | -199.8
COc1cccc(S(=O)(=O)N2CCCCN3[C@@H](CO)[C@@H](c4ccc(-c5cncnc5)cc4)[C@@H]3C2)c1 | 1.2 | -22.1 | -14.5 | -9.4
COc1ccc(C[C@@H]2CCn3cc(nn3)COC[C@H](CC(C)C)NC2=O)cc1 | -0.9 | 19.1 | · | ·
C[C@@H]1CN([C@H](C)CO)C(=O)c2cccc(NC(=O)Nc3ccc(F)cc3)c2O[C@H]1CN(C)S(=O)(=O)c1ccccc1 | 0.2 | -2.5 | -21.5 | 66.7
CC(=O)N(C)C[C@@H]1Oc2ncc(C3=CCCC3)cc2C(=O)N([C@@H](C)CO)C[C@@H]1C | 0.7 | -2.4 | 25.2 | -11.6
O=C(Cc1ccccn1)NCC[C@@H]1CC[C@H](NC(=O)Nc2ccc(C(F)(F)F)cc2)[C@@H](CO)O1 | 1.2 | -2.3 | -25.2 | 28.6
Cc1noc(C)c1NC(=O)N(C)C[C@@H]1Oc2ccc(NC(=O)NC3CCCCC3)cc2C(=O)N([C@@H](C)CO)C[C@H]1C | 0.1 | -0.3 | 14.4 | 83.2
C[C@@H]1CN([C@@H](C)CO)C(=O)c2cccc(NS(=O)(=O)c3ccccc3)c2O[C@H]1CN(C)S(=O)(=O)c1cn(C)cn1 | -4.9 | -0.8 | 24.5 | 32.6
Cc1ccc(-c2cnc3c(c2)C(=O)N([C@H](C)CO)C[C@@H](C)[C@H](CN(C)Cc2ccccc2C(=O)O)O3)cc1 | 0.9 | 3.4 | 39.8 | -6.3
C/C=C/c1ccc([C@@H]2[C@@H](CO)N(C(=O)c3ccccc3)C23CN(C(C)=O)C3)cc1 | 1.1 | -2.6 | -13.7 | ·
COCC(=O)N(C)C[C@@H]1Oc2ncc(-c3cccc(OC)c3)cc2C(=O)N([C@@H](C)CO)C[C@H]1C | -0.7 | -5.4 | 33.6 | 33.9
CC(C)NC(=O)N[C@@H]1C=C[C@@H](CC(=O)NCc2ccc(Oc3ccccc3)cc2)O[C@H]1CO | 1.1 | 0.1 | -0.3 | 11.4
CC(C)(C)[S@](=O)N1Cc2cc(C(=O)N3CCc4ccccc4C3)nc(-c3cccc(-c4ccncc4)c3)c2[C@@H]1CCO | 2.6 | · | -45.7 | 64.6
COc1ccc2c3c(n(C)c2c1)[C@@H](CO)N(C(=O)c1ccc(F)cc1)CC31CN(CC2CC2)C1 | 0.3 | 7.5 | -72.1 | ·
C[C@@H]1CN([C@H](C)CO)C(=O)c2cc(NC(=O)Cc3cn(C)c4ccccc34)ccc2O[C@@H]1CN(C)Cc1ccc(Cl)c(Cl)c1 | -0.1 | · | -9.3 | 102.1*
C/C=C/c1ccc([C@H]2[C@H]3CN(C(=O)Nc4cc(F)ccc4F)CCCCN3[C@H]2CO)cc1 | -1.2 | 7.8 | 13.1 | 85.2
C[C@H](CO)N1C[C@H](C)[C@@H](CN(C)C(=O)Nc2cccc3ccccc23)Oc2ccc(NC(=O)Nc3ccccc3)cc2CC1=O | -2.3 | -3.8 | -29.7 | -23.1
Cc1noc(C)c1S(=O)(=O)Nc1ccc2c(c1)C(=O)N([C@@H](C)CO)C[C@H](C)[C@@H](CN(C)S(=O)(=O)c1cccs1)O2 | 5.0 | -8.2 | 5.2 | -0.6
C[C@@H]1CN([C@@H](C)CO)C(=O)c2cc(C#Cc3ccc(F)cc3)cnc2O[C@@H]1CN(C)CC1CCOCC1 | 1.4 | 16.6 | -65.8 | -0.1
CC(C)CC#Cc1ccc2c(c1)O[C@@H](CN(C)Cc1cccc(F)c1)[C@@H](C)CN([C@@H](C)CO)S2(=O)=O | -0.2 | 22.3 | -55.0 | 47.7
C[C@@H]1CN([C@H](C)CO)C(=O)c2cc(NC(=O)c3ccncc3)ccc2O[C@H]1CN(C)S(=O)(=O)c1cn(C)cn1 | 1.1 | -3.7 | 20.1 | -31.4
O=C(C[C@@H]1CC[C@H]2NC[C@H](O)COC[C@@H]2O1)NCCN1CCCCC1 | 1.6 | 4.1&-2.8 | 12.3 | -25.6
C[C@@H]1CN([C@@H](C)CO)C(=O)c2cc(NC(=O)Nc3ccc(F)cc3)ccc2O[C@H]1CN(C)S(=O)(=O)c1cccs1 | 0.6 | · | -23.6 | -65.8
N#C[C@H]1[C@H](c2ccc(C3=CCCC3)cc2)[C@@H](CO)N1C(=O)C1CCOCC1 | -0.3 | -10.5 | 11.3 | 55.1
C[C@@H]1CN([C@H](C)CO)C(=O)c2cc(NC(=O)Nc3ccc4c(c3)OCO4)ccc2O[C@@H](C)CCCCO[C@H]1CN(C)Cc1ccccc1 | 3.1 | -4.4 | -61.3 | 88.2
C[C@H](CO)N1C[C@H](C)[C@H](CN(C)C(=O)Nc2ccccc2)Oc2cc(C#CC3(O)CCCC3)ccc2S1(=O)=O | -1.4 | -11.0 | -57.1 | -51.9
Cc1noc(C)c1NC(=O)Nc1ccc2c(c1)C(=O)N([C@@H](C)CO)C[C@H](C)[C@H](CN(C)Cc1ccc(C(F)(F)F)cc1)OCCCC[C@@H](C)O2 | -1.3 | 7.2 | -30.2 | 59.6
CCNC(=O)[C@@H]1[C@@H](CO)[C@@H]2Cn3c(ccc(-c4ccccc4F)c3=O)[C@H]1N2S(C)(=O)=O | -0.2 | -3.2 | 40.4 | ·
C[C@@H]1CCCCO[C@H](CN(C)C(=O)Nc2ccc3c(c2)OCO3)[C@@H](C)CN([C@@H](C)CO)C(=O)c2cc(NS(=O)(=O)c3ccccc3)ccc2O1 | 0.2 | -5.0 | -56.6 | 45.7
C[C@@H]1CN([C@@H](C)CO)S(=O)(=O)c2ccc(C#Cc3ccncc3)cc2O[C@H]1CN(C)C(=O)C1CCCCC1 | -1.8 | -17.2 | -45.5 | -36.7
C[C@@H]1CN([C@H](C)CO)C(=O)c2cc(NC(=O)Nc3ccc4c(c3)OCO4)ccc2O[C@@H]1CN(C)S(=O)(=O)c1cn(C)cn1 | 0.4 | 1.6 | 13.3 | -39.7
C[C@H]1CN([C@@H](C)CO)C(=O)CCCn2nncc2CO[C@H]1CN(C)Cc1cccc(C(F)(F)F)c1 | -0.4 | -2.1 | -3.4 | -2.8
C[C@H](CO)N1C[C@H](C)[C@@H](CN(C)Cc2ccc3c(c2)OCO3)Oc2c(NC(=O)Nc3cccc4ccccc34)cccc2C1=O | 1.6 | -13.1 | -29.4 | ·
CCCNC(=O)N1[C@H](CO)[C@@H](c2ccccc2)[C@H]1CNC(=O)c1ccccc1 | -6.4 | 0.8 | 11.9 | 47.9
COc1ccc(NC(=O)N(C)C[C@@H]2OCCCC[C@@H](C)Oc3ccc(NC(=O)NC4CCCCC4)cc3C(=O)N([C@H](C)CO)C[C@H]2C)cc1 | -1.1 | -2.6 | -46.8 | 53.4
O=C(C[C@H]1C=C[C@@H](NC(=O)C2CCOCC2)[C@H](CO)O1)NCC1CCCCC1 | -0.9 | -1.4 | · | ·
C[C@H]1CN([C@@H](C)CO)C(=O)c2cc(-c3cccc(C#N)c3)cnc2O[C@H]1CN(C)Cc1cccnc1 | 2.5 | · | -70.6 | ·
CO[C@@H]1CN(C)C(=O)c2ccc(NC(=O)C3CCC3)cc2OC[C@@H](C)N(C(=O)NC(C)C)C[C@H]1C | 1.4 | -3.1 | 7.8 | -3.7
O=C(C[C@@H]1C=C[C@H](NC(=O)c2ccccc2)[C@H](CO)O1)NCc1ccncn1 | 2.0 | · | 11.7 | 3.1
O=C(c1ccccc1F)N1CC[C@@H]2[C@@H](CO)Nc3ccc(-c4ccc(F)cc4)cc3[C@@H]21 | 0.0 | 4.6 | -29.7 | 94.8
C[C@H]1CN([C@@H](C)CO)S(=O)(=O)c2ccc(-c3ccc(C#N)cc3)cc2O[C@H]1CN(C)Cc1ccccn1 | 2.4 | 2.0 | -30.2 | ·
CCC(=O)N1CC[C@@H]2[C@H]1c1cc(-c3cccc(F)c3)ccc1N(C)[C@@H]2CO | 1.1 | -11.3 | 11.0 | 90.1
COCC#Cc1cnc2c(c1)C(=O)N([C@H](C)CO)C[C@H](C)[C@@H](CN(C)C(=O)c1cnccn1)O2 | 0.8 | -7.9 | 20.7 | 21.9
C[C@@H]1CN([C@@H](C)CO)C(=O)c2cccc(NC(=O)CCCCCC(=O)Nc3ccccc3N)c2O[C@@H]1CN(C)C(=O)Nc1ccc2c(c1)OCO2 | 4.9 | 19.5 | -73.5 | ·
C[C@H]1CN([C@@H](C)CO)C(=O)c2cccc(NC(=O)c3nc4ccccc4s3)c2O[C@@H]1CN(C)CC1CCCCC1 | -1.6 | 0.0 | -23.1 | 76.7
C[C@@H]1CN([C@H](C)CO)C(=O)c2cccc(NC(=O)c3nc4ccccc4s3)c2O[C@H]1CN(C)C | -0.1 | -1.5 | -10.7 | ·
COc1cccc(CNC(=O)C[C@@H]2CC[C@H]3[C@@H](COc4ccc(NS(=O)(=O)c5ccccc5F)cc4C(=O)N3C)O2)c1 | -2.5 | · | 22.2 | -4.7
O=C(NC1CCCCC1)N1CC(=O)N2[C@H](CO)[C@@H](c3ccc(-c4ccccc4)cc3)[C@H]2C1 | 0.4 | -14.0 | 6.3 | ·
CCCNC(=O)N(C)C[C@@H]1Oc2ncc(/C=C/c3ccccc3)cc2C(=O)N([C@@H](C)CO)C[C@@H]1C | -1.0 | 0.8 | -26.1 | 56.3
C[C@@H]1CN([C@@H](C)CO)S(=O)(=O)c2ccc(-c3cccc(C#N)c3)cc2O[C@@H]1CN(C)C | 1.5 | -5.9 | 5.3 | -33.6
C[C@H]1CN([C@@H](C)CO)C(=O)c2cc(NC(=O)Nc3ccc(C(F)(F)F)cc3)ccc2O[C@H]1CN(C)Cc1ccc(-c2ccccc2)cc1 | -0.2 | 48.2 | 8.1 | 118.1*
Cc1noc(C)c1NC(=O)N(C)C[C@H]1Oc2ccc(NC(=O)C3CC3)cc2CC(=O)N([C@@H](C)CO)C[C@H]1C | 1.5 | 4.3 | -83.4* | -15.9
C[C@@H]1CN([C@@H](C)CO)C(=O)Cc2cc(NS(=O)(=O)c3cn(C)cn3)ccc2O[C@H]1CN(C)S(=O)(=O)c1ccccc1 | -0.3 | -7.9 | 2.3 | 8.4
COCC#Cc1ccc2c(c1)O[C@H](CN(C)S(=O)(=O)c1cccc(F)c1)[C@H](C)CN([C@H](C)CO)S2(=O)=O | 5.3 | 3.2 | -82.3* | 107.3*
COc1cccc(NC(=O)N2CC3(C2)[C@H](c2ccccc2)[C@H](CO)N3C(=O)C2CC2)c1 | -0.6 | 1.0 | 14.4 | ·
COc1ccccc1-c1ccc2c(c1)[C@H]1[C@H](CCN1S(=O)(=O)c1cccc(C)c1)[C@@H](CO)N2 | -3.7 | 16.2 | -71.5 | 85.2
O=C(C[C@H]1CC[C@H]2[C@@H](COC[C@H](O)CN2C(=O)Nc2cccc(F)c2)O1)NCCCN1CCOCC1 | 2.0 | · | -7.4 | 14.9
Cc1noc(C)c1NC(=O)Nc1ccc2c(c1)C(=O)N([C@@H](C)CO)C[C@@H](C)[C@H](CN(C)C(=O)Nc1ccc(F)cc1)OCCCC[C@H](C)O2 | 1.3 | -2.4 | 6.5 | -3.3
C[C@@H]1CCCCO[C@H](CN(C)Cc2ccc(C(F)(F)F)cc2)[C@@H](C)CN([C@@H](C)CO)C(=O)c2cc(NC(=O)Cc3ccccc3)ccc2O1 | -0.8 | · | -89.0* | 5.9
CCC(=O)N(C)C[C@H]1Oc2cc(C#Cc3ccccc3)ccc2S(=O)(=O)N([C@@H](C)CO)C[C@H]1C | -2.0 | 1.2 | -71.8 | ·
